# High-throughput results as filed in PubChem BioAssay.
# CSN inh: CSN deneddylation inhibition; Purified CSN, SCF-Nedd8-OG deneddylation, fluorescence polarization; inhibition, % at 12.5 µM; AID 651999; 360,000 tested, 0.38% active; Q92905;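 active = pattern-corrected inhibition above about 35%, with an unprinted fluorescence ratio check between 0.5 and 1.5, limit read from the data, passing the limit was not always enough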;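 also: 0% = enzyme with substrate and 100% = substrate without enzyme; some results filed as inactive read as strong as hits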
#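 Schedule: reaction 90 min, room temperature / Assay system: HEK293T-derived human Csn5 enzyme / Input: Csn5 at 0.24 nM final / Measure: inhibition of Csn5 cleavage, % / Control set: substrate-only high control, full reaction low control / Technique: fluorescence polarization of the substrate / Buffer or medium: Tris/NaCl/DTT buffer, pH 7.5 / Reagent: SCFSkp2-Nedd8OG substrate at 10 nM final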
# SUMO1 PPI mod: alters human SUMO1 binding to SIM partners. inhibition, % at 20 µM. 360,000 tested, 0.33% active. SUMO1 binding to a labelled peptide, TR-FRET, 1 h. AID 602429; in the data active = inhibition above about 37%
# Target sequence (P63165 whole entry, looked up): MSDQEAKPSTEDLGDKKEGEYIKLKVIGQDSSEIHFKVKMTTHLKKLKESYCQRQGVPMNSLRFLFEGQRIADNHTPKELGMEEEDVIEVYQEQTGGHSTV
# DNMT1 block: inhibitors of human DNMT1; P26358; DNMT1 molecular beacon, Hinp1I cleavage, fluorescence; inhibition (reported as % activation of signal), % at 10 µM; 360,000 tested, 0.83% active; AID 588458; in the data active = inhibition above about 50%
# STEP inh: inhibitors of human striatal-enriched phosphatase STEP | P54829 | 360,000 tested, 0.25% active | recombinant STEP, OMFP fluorogenic substrate, fluorescence | inhibition, % at 20 µM | AID 588621;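 active = inhibition at 20 µM, scaled per plate between control wells, above about 37%, limit read from the data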;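 also: 0% = DMSO with enzyme and substrate and 100% = substrate only without enzyme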
#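 System: STEP (striatal-enriched tyrosine phosphatase) enzyme, cell-free; medium: Bis-Tris pH 6.0 buffer with DTT, detergent; dosing: 20 µM, 1% DMSO; times: reaction 20 min, ambient temperature; detection: fluorescence, 480/540 nm; read-out basis: normalized % inhibition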
# MLLE-PAM2 inh: blocks PAM2 peptide binding to the PABP1 MLLE domain | inhibition, % at 20 µM | P11940 | 360,000 tested, 0.36% active | AID 588489 | GST-MLLE / FITC-PAM2 fluorescence polarization; in the data active = inhibition above about 35%, passing the limit was not always enough;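 also: plate controls were DMSO wells with GST-MLLE for no effect and wells lacking GST-MLLE protein for full effect; some results filed as inactive read as strong as hits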
# Target sequence (P11940 whole entry, looked up, the tested form may be a part): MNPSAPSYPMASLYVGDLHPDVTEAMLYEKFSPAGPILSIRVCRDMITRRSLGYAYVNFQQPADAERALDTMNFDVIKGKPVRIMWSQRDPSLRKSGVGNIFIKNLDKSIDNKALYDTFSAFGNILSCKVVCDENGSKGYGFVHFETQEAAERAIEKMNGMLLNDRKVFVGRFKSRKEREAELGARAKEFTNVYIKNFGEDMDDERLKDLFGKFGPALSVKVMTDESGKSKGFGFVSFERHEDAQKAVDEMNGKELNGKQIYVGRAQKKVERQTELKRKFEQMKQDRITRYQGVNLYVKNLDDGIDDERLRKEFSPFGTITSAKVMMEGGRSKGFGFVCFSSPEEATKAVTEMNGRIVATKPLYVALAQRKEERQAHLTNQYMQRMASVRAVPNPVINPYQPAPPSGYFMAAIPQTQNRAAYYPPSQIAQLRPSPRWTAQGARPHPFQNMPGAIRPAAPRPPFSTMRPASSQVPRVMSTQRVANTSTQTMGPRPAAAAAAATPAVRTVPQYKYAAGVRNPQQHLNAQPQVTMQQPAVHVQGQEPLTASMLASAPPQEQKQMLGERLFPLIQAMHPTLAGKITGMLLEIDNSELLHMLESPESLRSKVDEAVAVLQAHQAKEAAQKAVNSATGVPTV
# Rpn11 block: blocks the human proteasome subunit Rpn11. O00487. human 26S proteasome, Ub4-pepOG fluorescence polarization; 20S core pre-blocked with epoxomicin. calls only at 20 µM. 360,000 tested, 0.59% active;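 active = inhibition at 20 µM, scaled to each plate's controls, above about 33%, limit read from the data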
# Target sequence (O00487 whole entry, looked up): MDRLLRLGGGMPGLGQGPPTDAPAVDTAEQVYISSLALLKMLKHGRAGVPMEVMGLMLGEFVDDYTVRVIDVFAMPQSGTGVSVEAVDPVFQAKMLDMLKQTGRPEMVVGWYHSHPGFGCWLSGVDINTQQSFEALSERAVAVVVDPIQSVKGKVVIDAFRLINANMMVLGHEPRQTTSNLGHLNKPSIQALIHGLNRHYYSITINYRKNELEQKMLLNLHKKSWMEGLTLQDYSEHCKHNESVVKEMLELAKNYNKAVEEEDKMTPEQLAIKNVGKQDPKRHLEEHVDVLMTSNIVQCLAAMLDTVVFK
# Tb MetRS inh: blocks T. brucei methionyl-tRNA synthetase activity; purified T. brucei MetRS, ATP depletion, Kinase-Glo luminescence; inhibition, % at 11.9 µM; 360,000 tested, 0.4% active;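 active = inhibition above a per-plate cutoff of the control wells' mean inhibition plus 3 SD, cut at about 5.5% in these data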;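 also: 0% = DMSO wells median and 100% = median of wells with control inhibitor compound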
#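 Dosing: 11.9 µM compound single dose, 0.9% DMSO; Assay system: purified T. brucei MetRS enzyme; Measured by: Kinase-Glo luciferase luminescence reporting remaining unconsumed ATP; Schedule: 15 min plus 2 h at 25 °C.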
# LMPTP block: blocks human LMPTP phosphatase. inhibition, % at 20 µM. recombinant LMPTP-A, OMFP fluorogenic substrate, fluorescence intensity. P24666. AID 651560. 360,000 tested, 0.22% active;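 active = compounds that cut the enzyme signal by at least half of the control window in the single-dose screen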;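 also: plate controls were DMSO wells with enzyme plus substrate for no effect and substrate without enzyme for full effect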
#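 material = LMPTP-A | quantity = 0.625 nM enzyme | reagent = OMFP substrate, 400 µM final | buffer or medium = Bis-Tris pH 6.0, DTT, detergent | detection = endpoint fluorescence intensity from OMFP dephosphorylation | dosing = single 20 µM dose | read-out basis = % inhibition relative to no-enzyme and uninhibited control wells | control set = no-enzyme and uninhibited controls | timing = 50 min at room temperature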
# NadD inh: NadD (S. aureus) enzyme inhibition; purified NadD enzyme, colorimetric absorbance read-out; inhibition, % at 20 µM; 360,000 tested, 0.78% active; AID 602399; in the data active = inhibition above about 26%; also: some compounds past the cut are filed as inactive
# Scp-1 inhibitor: Scp-1 (human) phosphatase inhibition | Q9GZU7 | Recombinant Scp1, phosphopeptide, malachite green phosphate absorbance | inhibition, % at 20 µM | 340,000 tested, 0.88% active | AID 493091;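 active = inhibition above about 50% at 20 µM, limit read from the data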;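 also: plate controls were DMSO wells with enzyme for no effect and wells lacking enzyme for full effect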
#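 Test system: SCP-1 phosphatase catalytic domain, residues 76-261; measured by: colorimetric phosphate reagent with accelerator and stabiliser, absorbance at 630 nm; timing: enzyme reaction 45 min at room temperature, colour 5 min, stabilisation 30 min; also added: Phosphorylated 17-residue peptide substrate; compound dosing: one concentration, 20 µM, with 1.0% DMSO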
# * = called active by the depositor; i = inactive; · = not tested or not shown. Not a hit list. Share with any hit: about 3.6%.
1: COc1ccc(NC(=O)C(c2ccc(C#N)cc2)n2c(=O)c(-c3cc4ccccc4[nH]3)nc3ccccc32)cc1 (stereo not drawn)
2: CCOC(=O)c1c(NC(=O)c2ccc(S(=O)(=O)N3CCOCC3)cc2)sc2c1CC(C)(C)NC2(C)C
3: Cc1ccc(-n2nnc(-c3ccnc4ccccc34)n2)cc1
4: CC1(C)C2CC[C@]3(C)C(CC=C4[C@@H]5C[C@@](C)(CO)[C@@H](O)C[C@]56C[C@@H](OC6=O)[C@]43C)[C@@]2(C)CC[C@@H]1O (stereo partly drawn)
5: CC(C(=O)NCc1ccccc1)n1cc([N+](=O)[O-])cn1 (stereo not drawn)
6: Cc1oc(S(=O)(=O)N2CCCC2)cc1C(=O)Nc1ccc(F)cc1
7: CCCCn1c2ccc(F)cc2c2nnc(NN)nc21
8: Cc1ccc(-c2cc(-c3ccccc3)c3c(N)c(S(C)(=O)=O)sc3n2)cc1
assay / entry	1	2	3	4	5	6	7	8
CSN inh	10	-3	-5	-1	0	0	5	-2
SUMO1 PPI mod	-3	-26	2	18	0	2	-10	-5
DNMT1 block	·	-1	5	0	1	-3	-13	-1
STEP inh	·	2	2	0	0	2	-2	1
MLLE-PAM2 inh	·	-4	13	-9	6	33	-3	8
Rpn11 block	·	i	i	i	i	i	i	i
Tb MetRS inh	-0.3	-0.1	-0.3	0.4	-1.2	0.5	-0.3	-0.1
LMPTP block	3.8	-0.4	-0.6	-0.9	-1.2	-0.6	0.6	2.0
NadD inh	·	-13	1	9	-1	-5	-1	26
Scp-1 inhibitor	·	4	0	12	-7	5	-1	-13

# Results in MLLE-PAM2 inh, Scp-1 inhibitor and NadD inh, for some of the entries so far:
no. | Molecule | MLLE-PAM2 inh | Scp-1 inhibitor | NadD inh
3 | Cc1ccc(-n2nnc(-c3ccnc4ccccc34)n2)cc1 | 13 | 0 | 1
4 | CC1(C)C2CC[C@]3(C)C(CC=C4[C@@H]5C[C@@](C)(CO)[C@@H](O)C[C@]56C[C@@H](OC6=O)[C@]43C)[C@@]2(C)CC[C@@H]1O (stereo partly drawn) | -9 | 12 | 9
5 | CC(C(=O)NCc1ccccc1)n1cc([N+](=O)[O-])cn1 (stereo not drawn) | 6 | -7 | -1
6 | Cc1oc(S(=O)(=O)N2CCCC2)cc1C(=O)Nc1ccc(F)cc1 | 33 | 5 | -5

# The listing continues:
9: O=C(CSc1nn(-c2ccc(F)cc2)c(=S)s1)N1CCN(C(=O)c2ccco2)CC1
10: CC1CCC/C(=N/NC(=O)c2ccccc2-n2cccc2)C1 (stereo not drawn)
11: O=C(O)c1ccc(C=NN=C2c3ccccc3-c3ccccc32)cc1
12: COCCNC(=O)C1(C)CCN(C(=O)/C=C/c2ccccc2)C1 (stereo not drawn)
13: Fc1cccc(CSc2nnc3ccc(-c4ccncc4)nn23)c1
14: Cn1ncc(Cl)c1C(=O)Nc1cccc(Cl)c1
15: O=C(/C=C/c1ccc(S(=O)(=O)NCc2ccco2)cc1)NCc1ccccc1Cl
16: CCn1c(SCC(=O)Nc2ccc(C(C)=O)cc2)nc2c([nH]c3ccccc32)c1=O
assay / entry	9	10	11	12	13	14	15	16
CSN inh	8	-18	2	1	4	4	-7	3
SUMO1 PPI mod	-1	-2	-8	-5	-15	-2	-8	-2
DNMT1 block	-3	1	-3	6	3	-9	14	31
STEP inh	1	-4	3	-2	0	2	-1	2
MLLE-PAM2 inh	3	9	13	-2	0	37	12	11
Rpn11 block	i	i	i	i	i	i	i	i
Tb MetRS inh	-0.5	0.0	-0.2	0.9	-0.8	0.1	-0.5	-0.4
LMPTP block	-0.4	0.2	3.1	-0.5	-1.1	-1.3	-0.6	2.3
NadD inh	5	-1	7	-6	1	0	-10	2
Scp-1 inhibitor	3	-2	-3	·	-6	-10	-6	-2

17: CC1CC(C)CN(S(=O)(=O)c2ccc(C(=O)NCc3ccc4c(c3)OCO4)cc2)C1 (stereo not drawn)
18: O=C(c1cc2c(s1)CCCC2)N1CCN(c2ccccc2)CC1
19: CC(C)NC(=O)c1cc2n(n1)C(C(F)(F)F)CC(c1ccco1)N2 (stereo not drawn)
20: Nc1c(C(=O)N2CCCC2)sc2nc3c(cc12)CCCCCC3
21: CC1CCCCN1C(=O)c1ccc(COc2ccc([N+](=O)[O-])cc2)o1 (stereo not drawn)
22: COc1ccccc1Nc1nc(N)nc(CSC(=S)N2CCCCC2)n1
23: CCCN(C(=O)c1cccc(S(=O)(=O)N2CCCc3ccccc32)c1)C1CCS(=O)(=O)C1 (stereo not drawn)
24: Cc1ccc(NC(=O)CSc2n[nH]c(-c3ccncc3)n2)cc1
assay / entry	17	18	19	20	21	22	23	24
CSN inh	-3	-2	6	-2	-9	3	-5	3
SUMO1 PPI mod	-1	2	-1	-19	-10	-1	4	1
DNMT1 block	-5	-1	1	0	2	-2	1	3
STEP inh	0	-1	4	-1	0	-1	0	9
MLLE-PAM2 inh	1	-2	-7	15	-6	15	3	14
Rpn11 block	i	i	i	i	i	i	i	i
Tb MetRS inh	-1.5	-0.7	-0.7	-0.4	-0.6	-0.7	-0.3	-0.6
LMPTP block	2.4	0.6	-0.2	0.0	-1.2	5.4	-1.7	-1.8
NadD inh	-6	0	-6	4	-5	-7	0	2
Scp-1 inhibitor	-4	6	-3	-6	-5	6	-12	-3

25: CCCn1c(=O)[nH]c(=O)c2c1nc(-c1ccc(C#N)cc1)n2CCOC
26: Cc1ccc2c(c1)C(=O)N1[C@H]3c4cc(Br)ccc4OC[C@@H]3[C@H](c3ccccc3)[C@]1(C)C(=O)N2
27: COc1cc(NC(=O)c2ccccc2F)ccc1NC(=O)c1cc2ccccc2o1
28: COCCCNC(=O)CCn1c(=O)c2ccccc2n(CC(=O)Nc2c(C)cccc2C)c1=O
29: O=C(/C=C/c1ccccc1)Nc1scc(-c2ccccc2)c1C(=O)O
30: COc1ccc2c(=O)c3c(=O)n(-c4ccccc4)c(-c4ccc(C)cc4)nc3oc2c1
31: Cc1ccnc(NC(=O)C2(c3cccs3)CCOCC2)c1
32: CCCCSc1nnc([C@@H](NC(=O)OC(C)(C)C)C(C)C)o1
assay / entry	25	26	27	28	29	30	31	32
CSN inh	-2	-3	-4	1	-7	-1	2	4
SUMO1 PPI mod	-5	-16	5	1	-10	-39	-3	-2
DNMT1 block	-2	-3	20	5	2	-1	0	0
STEP inh	1	2	1	-4	1	3	-4	0
MLLE-PAM2 inh	-8	-13	-10	4	-6	1	1	-25
Rpn11 block	i	i	i	i	i	i	i	i
Tb MetRS inh	-0.7	-0.1	-0.2	-1.0	-0.3	-0.5	-0.9	0.2
LMPTP block	-2.0	1.8	0.0	-0.1	-1.5	-3.0	-1.6	-0.7
NadD inh	0	4	-1	-2	-1	1	-1	0
Scp-1 inhibitor	-5	-11	-2	-1	-18	-9	0	7

# Some of these compounds in order of length of the SMILES, rising.
27: COc1cc(NC(=O)c2ccccc2F)ccc1NC(=O)c1cc2ccccc2o1
25: CCCn1c(=O)[nH]c(=O)c2c1nc(-c1ccc(C#N)cc1)n2CCOC
28: COCCCNC(=O)CCn1c(=O)c2ccccc2n(CC(=O)Nc2c(C)cccc2C)c1=O
assay / entry	27	25	28
CSN inh	-4	-2	1
SUMO1 PPI mod	5	-5	1
DNMT1 block	20	-2	5
STEP inh	1	1	-4
MLLE-PAM2 inh	-10	-8	4
Rpn11 block	i	i	i
Tb MetRS inh	-0.2	-0.7	-1.0
LMPTP block	0.0	-2.0	-0.1
NadD inh	-1	0	-2
Scp-1 inhibitor	-2	-5	-1

# Other structures:
33: CCN1CCCC1CNC(=O)C(NC(=O)C1CCC(C)CC1)C(C)C (stereo not drawn)
34: Cc1ccc(C(C)(C)NC(=O)C2CCC(=O)N(CCCN3CCOCC3)C2)cc1 (stereo not drawn)
35: CC(SCC(=O)NC(C)C1CC2CCC1C2)C(=O)O (stereo not drawn)
36: CCCNC(=O)c1cc2nc(-c3ccccc3)cc(C(F)(F)F)n2n1
37: Cn1c(N)c(C(=O)COC(=O)C2Cc3ccccc3CN2S(C)(=O)=O)c(=O)n(C)c1=O (stereo not drawn)
38: C[C@]12CCC3C(CC[C@H]4CC(O)CC[C@]34C)C1CC/C2=N/O (stereo partly drawn)
39: CC(C)CN=CC1=C(O)c2ccccc2C1=O
40: Cc1nc(SCC(=O)NCC2CCCO2)c2c3c(sc2n1)CCC3 (stereo not drawn)
assay / entry	33	34	35	36	37	38	39	40
CSN inh	0	-1	-3	3	0	0	-7	-1
SUMO1 PPI mod	1	1	0	-15	13	1	-15	-3
DNMT1 block	0	3	4	2	-2	1	-2	1
STEP inh	-6	2	0	-1	-1	-1	1	1
MLLE-PAM2 inh	10	9	-4	-14	5	5	10	-3
Rpn11 block	i	i	i	i	i	i	i	i
Tb MetRS inh	-0.5	0.2	-0.4	0.4	-0.6	0.4	-0.1	0.6
LMPTP block	-1.4	-2.2	-0.3	-0.2	3.3	-1.5	0.4	-1.2
NadD inh	-3	1	-2	0	-5	2	-9	-1
Scp-1 inhibitor	-14	-8	-2	-1	·	-3	0	-5

41: Cc1cccc(NC(=O)CSCC(=O)N2CCN(Cc3ccc4c(c3)OCO4)CC2)c1
42: C/C(=N/NC(=O)c1ccccc1)c1ccc(NC(=O)C(F)(F)F)cc1
43: CCOC(=O)N1CCN(Cc2c(F)cccc2F)CC1
44: CC1(N(O)C=C2C=CC(=O)C=C2)CCCCC1=O (stereo not drawn)
assay / entry	41	42	43	44
CSN inh	1	1	-1	-1
SUMO1 PPI mod	-109	1	-3	1
DNMT1 block	-12	4	0	2
STEP inh	-1	-3	1	-4
MLLE-PAM2 inh	4	2	-7	5
Rpn11 block	i	i	i	i
Tb MetRS inh	-0.7	0.2	-0.8	-1.1
LMPTP block	-7.8	-0.9	-2.9	-0.3
NadD inh	2	-4	2	-5
Scp-1 inhibitor	-6	11	-12	-2
